Vif-APOBEC3F blk = qHTS for Inhibitors of Vif-A3F Interactions: qHTS | HeLa A3F-eYFP + Vif (tagged APOBEC3F with the HIV-1 protein that degrades it), YFP fluorescence increase | Potency, µM (series often up to 46.1 µM), inactives show at the highest dose activity, negative = active | 390,000 compounds, 0.2% hits; further: potency means the concentration at half of the fitted maximal effect; % of control where 0% means no effect; nearly all actives have a fitted effect of over 65% in size
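HeLa cells stably expressing A3F-eYFP plus Vif, plated and incubated overnight at 37 deg C, then exposed to compounds overnight at 37 deg C. Blocked degradation read as raised yellow fluorescence (Ex 488/Em 500-530).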
IDH1 R132H inh = qHTS for Inhibitors of mutant isocitrate dehydrogenase 1 (IDH1): qHTS; IDH1-R132H enzyme, NADPH consumption, diaphorase/resazurin fluorescence; Potency, µM (series often up to 76.6 µM), without a hit: at the highest dose activity change, negative = inhibition, actives largely listed as inhibitors; 390,000 compounds, 0.093% hits; further: potency means the concentration at half of the fitted maximal effect; on the % scale 0 is the no-effect control and ±100 the full control effect; nearly all actives have a fitted effect of over 65% in size
Target sequence (O75874 whole entry R132H, stated change not applied): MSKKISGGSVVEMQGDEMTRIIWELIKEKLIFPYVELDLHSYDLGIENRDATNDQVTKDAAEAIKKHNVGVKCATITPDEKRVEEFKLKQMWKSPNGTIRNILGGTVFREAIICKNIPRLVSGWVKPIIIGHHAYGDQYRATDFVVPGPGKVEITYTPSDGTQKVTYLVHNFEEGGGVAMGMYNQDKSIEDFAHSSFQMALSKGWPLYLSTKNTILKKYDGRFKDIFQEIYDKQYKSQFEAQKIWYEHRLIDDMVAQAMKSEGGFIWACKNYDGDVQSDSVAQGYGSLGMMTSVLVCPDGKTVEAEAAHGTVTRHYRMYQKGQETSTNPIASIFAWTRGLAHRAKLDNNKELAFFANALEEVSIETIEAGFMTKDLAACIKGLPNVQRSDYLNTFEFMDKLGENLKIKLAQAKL
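IDH1-R132H (0.5 ug/mL) preincubated 30 min with compound, then NADPH (0.016 mM) and alpha-KG (2 mM) added; 80 min at RT, pH 7.5. Remaining NADPH coupled via diaphorase/resazurin to fluorescence (540/590 nm); concentration-response curves normalized to no-enzyme control.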
Glioma ERSR ind = qHTS for Inducers of the Endoplasmic Reticulum Stress Response (ERSR) in Human Glioma: qHTS; U87-MG GRP78 promoter luciferase reporter, 16 h; Potency, µM, inactives show at the top dose activation, actives largely listed as activators; 420,000 compounds, 0.02% hits; further: potency means the concentration at half of the fitted maximal effect; series mostly up to about 76 µM; % of control where 0% means no effect; nearly all actives have a fitted effect of over 35% in size
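Stably transfected U87-MG glioma cells carrying a GRP78-based luciferase sensor; 16 h compound incubation. Luminescence end-point read 10 min after Bright-Glo addition at room temperature.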
USP1-UAF1 inh = Inhibitors of USP1/UAF1: Primary Screen; Ubiquitin carboxyl-terminal hydrolase 1 (Homo sapiens), O94782; recombinant USP1/UAF1, Ub-Rhodamine cleavage fluorescence; Potency, µM (doses to about 57.1 µM), for inactives: top-dose activity change, negative = inhibition, most hits filed as inhibitors; 390,000 compounds, 0.23% hits; AID 743255, 2014; further: potency means the concentration at half of the fitted maximal effect; on the % scale 0 is the no-effect control and ±100 the full control effect; nearly all actives have a fitted effect of over 60% in size; inactives centre near -12
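High-throughput fluorogenic screen: 1nM USP1/UAF1 complex, Ub-Rho substrate 150nM final, 50mM HEPES pH 7.8 with 0.5mM EDTA, 0.1 mg/ml BSA, 1mM TCEP and 0.01% Tween-20.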
LDHA inh = qHTS assay for inhibitors of human lactate dehydrogenase; purified LDHA, NADH/diaphorase-resazurin fluorescence; active compounds read low; activity change, % (values are at about 110 or 230 µM); AID 1347041, 2019; 480,000 compounds, 0.15% hits; in the data active means activity change below about -30%; inconclusive means mostly about -25% to -30%;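 further: plate controls were DMSO wells for no effect and wells without enzyme for full effect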
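Human LDH5 at 2 nM final in Tris HCl pH 7.4 with 0.06 mM NADH and 0.2 mM pyruvate, reacted 5 minutes at room temperature. Remaining NADH coupled via diaphorase/resazurin; resorufin fluorescence read at 0 and 20 minutes, normalized to enzyme-free and DMSO wells.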
RGS4 inhibitor = Inhibitors of Regulator of G Protein Signaling (RGS) 4: qHTS; Potency, µM (series often up to 114 µM), without a hit: top-dose activity change, negative = inhibition, usual class: inhibitors; AID 504845, 2011; Transcreener GDP fluorescence polarization, RGS4-accelerated GTP hydrolysis; 390,000 compounds, 0.039% hits; further: potency means the concentration at half of the fitted maximal effect; on the % scale 0 is the no-effect control and ±100 the full control effect; nearly all actives have a fitted effect of over 75% in size; some results filed as inactive show a strong effect at the top dose
Target sequence (P49798 whole entry, looked up): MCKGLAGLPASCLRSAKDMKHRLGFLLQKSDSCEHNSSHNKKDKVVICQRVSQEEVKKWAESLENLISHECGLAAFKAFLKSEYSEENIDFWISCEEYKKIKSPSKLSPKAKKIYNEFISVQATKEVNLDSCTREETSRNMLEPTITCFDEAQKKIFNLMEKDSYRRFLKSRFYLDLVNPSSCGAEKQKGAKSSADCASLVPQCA
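MLSMR compounds (23 nl, pin-transferred) preincubated 10 min at room temperature with a 500nM (2x) first reagent, then RGS4 at 900nM (2x) plus Transcreener GDP mix added; fluorescence polarization (620/688 nm) read before and after 90 min at 30 °C.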
TrxR1 substrate = qHTS Assay for Substrates of Mammalian Selenoprotein Thioredoxin Reductase 1 (TrxR1): qHTS | Thioredoxin reductase 1, cytoplasmic (Rattus norvegicus), O89049 | purified TrxR1 substrate turnover, NADPH consumption readout | Potency, µM (highest dose often 114 µM), inactives show at the top dose activity change, negative = substrate turnover | 390,000 compounds, 0.01% hits | AID 588456, 2011; further: potency means the concentration at half of the fitted maximal effect; on the % scale 0 is the no-effect control and ±100 the full control effect; nearly all actives have a fitted effect of over 50% in size
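Rat TrxR1, dispensed at 90 nM, was prereduced with 400 uM NADPH (final) for 5 min at ~22 deg C, then incubated with compound 15 min before 400 uM selenite. A first-read NADPH fluorescence drop versus no-compound background flagged substrates.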
Vif-A3G inh = qHTS for Inhibitors of Vif-A3G Interactions: qHTS. Potency, µM (top dose mostly 46.1 µM), inactives show top-dose activity, negative = active, hits mostly inhibitors. DNA dC->dU-editing enzyme APOBEC-3G (Homo sapiens), Q9HC16. 410,000 compounds, 0.076% hits. HeLa A3G-eYFP + Vif (tagged APOBEC3G with the HIV-1 protein that degrades it), YFP fluorescence, overnight;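 further: potency means the concentration at half of the fitted maximal effect; on the % scale 0 is the no-effect control and ±100 the full control effect; nearly all actives have a fitted effect of over 60% in size; hits raise eYFP signal because A3G escapes Vif-driven loss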
Target sequence (Q9HC16 whole entry, looked up): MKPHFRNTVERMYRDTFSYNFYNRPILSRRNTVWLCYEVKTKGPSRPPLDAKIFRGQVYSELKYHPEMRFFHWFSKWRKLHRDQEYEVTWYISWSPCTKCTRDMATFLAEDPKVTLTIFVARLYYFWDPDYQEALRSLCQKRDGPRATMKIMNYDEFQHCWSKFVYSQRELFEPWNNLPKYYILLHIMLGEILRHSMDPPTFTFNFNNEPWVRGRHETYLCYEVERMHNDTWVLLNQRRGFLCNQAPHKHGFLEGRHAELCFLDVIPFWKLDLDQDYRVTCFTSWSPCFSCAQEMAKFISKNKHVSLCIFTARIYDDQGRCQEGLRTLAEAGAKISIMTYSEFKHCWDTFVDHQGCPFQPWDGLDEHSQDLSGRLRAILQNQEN
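HeLa cells stably expressing Vif and C-terminally eYFP-tagged A3G, seeded overnight at 37 deg C, then exposed to compound by pintool overnight at 37 deg C. Rise in yellow fluorescence (Ex 488/Em 500-530, Acumen) marks blocked Vif-driven A3G degradation.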
TrxR1 inh = qHTS Assay for Inhibitors of Mammalian Selenoprotein Thioredoxin Reductase 1 (TrxR1): qHTS; Potency, µM (doses to about 114 µM), without a hit: at the highest dose activity change, negative = inhibition, hits mostly inhibitors; recombinant rTrxR1, NADPH fluorescence consumption, selenite substrate; AID 588453, 2011; 390,000 compounds, 1% hits; further: potency means the concentration at half of the fitted maximal effect; on the % scale 0 is the no-effect control and ±100 the full control effect; nearly all actives have a fitted effect of over 65% in size
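Rat TrxR1 (90 nM in the dispensed reagent) was pre-reduced with 400 uM NADPH for 5 min at room temperature, then incubated with compound for 15 min. After 400 uM selenite was added, NADPH fluorescence (Ex 340/Em 450 nm) was followed for 8 min.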
Starred values were filed as active, the others as inactive; ? = inconclusive; nt = not tested or not shown; & = joins results of further samples; [ ] = another dose, or the depositor's remark. Unless noted, the call rests on the fitted dose curve; in most records, active means well fitted curve in the direction sought with a large enough effect; inconclusive means small, poorly fitted or top-dose-only effect, or another doubt; inactive means no such curve, though single readings can be large; an effect the other way counts as inactive or inconclusive. The list is partial; the hit share may differ from the screen's.

[1] O=C(COC(=O)c1ccc(Cl)nc1)Nc1cccnc1Cl
[2] O=C(NC1CC1)C1=C[C@@H](c2ccc(Br)cc2)C[C@@H](OCCCCO)O1
[3] Cc1cc(C)cc(NC(=O)CSCc2cnn(-c3ccccc3)c2-n2cccc2)c1
[4] N#Cc1ccc(CSc2nnc(-c3ccccn3)n2-c2ccccc2)cc1
[5] O=C(Nc1ccc(NC(=O)C2CC2)nc1)c1ccco1
[6] CCOC(=O)Cc1c(Sc2ccccc2)c2ccccc2n1C
[7] COc1ccc(C(=O)NNC(=O)C(=O)Nc2cccc3ccccc23)cc1
[8] NC(=O)c1cnccn1
Assay by compound	1	2	3	4	5	6	7	8
Vif-APOBEC3F blk	-5%	6%	1%	4%	nt	-12%	6%	5%
IDH1 R132H inh	-21%	-4%	0%	-2%	9%	4%	-15%	-7%
Glioma ERSR ind	-4%	2%	-1%	5%	-1%	-2%	-2%	-1%&0%&-4%&-2%
USP1-UAF1 inh	-2%	3%	-27%	5%	-13%	-1%	-14%	-9%
LDHA inh	-4	-2	2	-3	-2	-1	-7	-2
RGS4 inhibitor	-11%	-19%	15%	-28%	-34%	6%	-2%	2%[56.9 µM]
TrxR1 substrate	-10%	1%[57.1 µM]	0%	-7%	7%	-16%	37%[activator]	2%[57.1 µM]
Vif-A3G inh	1%	-2%	1%	-1%	-1%	-9%	2%	-2%
TrxR1 inh	-13%	19%[57.1 µM]	-4%	-3%[57.1 µM]	8%	-8%	13%	9%[57.1 µM]

[9] Cc1cc(NC(=O)c2ccccc2)n(-c2nc3ccccc3[nH]2)n1
[10] O=C(Nc1ccc(Cl)c(S(=O)(=O)N2CCOCC2)c1)c1ccc2c(c1)OCCO2
[11] Cc1ccccc1CNC(=O)Cn1ncn2nc(-c3cccs3)cc2c1=O
[12] CC[C@]12c3[nH]c4ccccc4c3CCN1C(=O)C(CC(=O)NCCC1=CCCCC1)C[C@@H]2C(=O)N1CCN(C(=O)c2ccco2)CC1 (stereo partly drawn)
[13] CCN1C(=O)CC(N2CCC(Cc3ccccc3)CC2)C1=O (stereo not drawn)
[14] O=C(CSc1nnnn1-c1ccccc1)c1cc2ccccc2oc1=O
[15] CN(C(=O)c1ccccc1OCc1ccc(F)cc1)c1c(N)n(Cc2ccccc2)c(=O)[nH]c1=O
[16] CN(C)C(=O)C(OC(=O)c1ccc2c(c1)CCCC2)c1ccccc1 (stereo not drawn)
Assay by compound	9	10	11	12	13	14	15	16
Vif-APOBEC3F blk	-10%	17%	1%	6%	2%	-20%	0%	9%
IDH1 R132H inh	-3%	-17%	10%	10%	17%	3%	-4%	2%
Glioma ERSR ind	-6%	-2%	-3%	-2%	-6%	-1%	-4%	-1%
USP1-UAF1 inh	-21%	-15%	-15%	-27%	-2%	-15%	-1%	-14%
LDHA inh	-3	-2	1	8	-11	-2	-4	1
RGS4 inhibitor	1%	7%	-25%	-19%	30%	-24%	5%	-10%
TrxR1 substrate	14%	-8%	3%	5%	-4%	14%	4%	5%
Vif-A3G inh	-12%	1%	5%	-1%	1%	0%	0%	-5%
TrxR1 inh	31%	5%	10%	9%	10%[57.1 µM]	20%[57.1 µM]	7%	36%

[17] COc1cccc(NS(=O)(=O)c2ccc3[nH]cc(C(=O)N4CCCC4)c(=O)c3c2)c1
[18] CC(=O)Oc1c(-c2ccco2)oc2ccccc2c1=O
[19] CC(C)(C)NC(=O)CN1CCN(C(=O)CCl)CC1
[20] C[C@@H]1[C@H]2CCCC[C@H]2CN(C(=O)OC(C)(C)C)[C@@H]1c1cn(Cc2ccccc2)c2ccc(F)cc12
[21] Nc1ccccc1SC(CC(=O)c1ccccc1)c1ccccc1 (stereo not drawn)
[22] COc1ccc(CCNC(=O)C2CCCN(C(=O)N(C)C)C2)c(OC)c1 (stereo not drawn)
[23] CC(=O)N1CCCc2cc(S(=O)(=O)Nc3ccc(Cl)cc3F)ccc21
[24] NNc1nc(C(F)(F)F)nc2ccccc12
Assay by compound	17	18	19	20	21	22	23	24
Vif-APOBEC3F blk	-9%	?	-6%	-1%	?	7%	-1%	-20%
IDH1 R132H inh	-8%	2%	5%	-4%	1%	11%	1%	6%
Glioma ERSR ind	-4%	-2%	-5%	1%	8%	-4%	2%	-6%
USP1-UAF1 inh	-19%	-17%	-3%	-27%	-22%	-17%	-26%	-4%
LDHA inh	-4	-6	-1	4	3	-14	-1	-5
RGS4 inhibitor	17%	16%	-18%	11%	nt	19%	7%	-10%
TrxR1 substrate	-7%	25%[57.1 µM]	7%[57.1 µM]	5%	nt	6%	6%[57.1 µM]	7%
Vif-A3G inh	-2%	-14%	-23%	-1%	-6%	0%	-18%	-2%
TrxR1 inh	-12%	10%[57.1 µM]	?	15%	nt	19%	22%[57.1 µM]	11%[57.1 µM]

Given with each value named: part of the list above
[17] COc1cccc(NS(=O)(=O)c2ccc3[nH]cc(C(=O)N4CCCC4)c(=O)c3c2)c1
  Vif-APOBEC3F blk: -9%
  IDH1 R132H inh: -8%
  Glioma ERSR ind: -4%
  USP1-UAF1 inh: -19%
  LDHA inh: -4
  RGS4 inhibitor: 17%
  TrxR1 substrate: -7%
  Vif-A3G inh: -2%
  TrxR1 inh: -12%

[22] COc1ccc(CCNC(=O)C2CCCN(C(=O)N(C)C)C2)c(OC)c1 (stereo not drawn)
  Vif-APOBEC3F blk: 7%
  IDH1 R132H inh: 11%
  Glioma ERSR ind: -4%
  USP1-UAF1 inh: -17%
  LDHA inh: -14
  RGS4 inhibitor: 19%
  TrxR1 substrate: 6%
  Vif-A3G inh: 0%
  TrxR1 inh: 19%

[18] CC(=O)Oc1c(-c2ccco2)oc2ccccc2c1=O
  Vif-APOBEC3F blk: ?
  IDH1 R132H inh: 2%
  Glioma ERSR ind: -2%
  USP1-UAF1 inh: -17%
  LDHA inh: -6
  RGS4 inhibitor: 16%
  TrxR1 substrate: 25%[57.1 µM]
  Vif-A3G inh: -14%
  TrxR1 inh: 10%[57.1 µM]

New compounds follow
[25] CSc1ccc(/C=C2\C(=N)N3N=C(CC(=O)N4CCCCC4)SC3=NC2=O)cc1
[26] Cc1nn(CCC(=O)Nc2cccc(C#N)c2)c(C)c1S(=O)(=O)N1CCCCC1
[27] CC(C)n1nnc2c(=O)oc3ccccc3c21
[28] COc1ccc(S(=O)(=O)N2CCN(Cc3cc(OC)c(O)c(OC)c3)CC2)cc1
[29] COc1ccc(C2SCC(=O)N2CC23CC4CC(CC(C4)C2)C3)cc1 (stereo not drawn)
[30] O=C1CCCC(O)=C1C1NCCc2ccccc21 (stereo not drawn)
[31] CC(C)C(=O)N(Cc1cc(=O)[nH]c2ccccc12)c1ccccc1
[32] O=C(NN1CCOCC1)c1c(-c2ccccc2)sc2ccccc12
Assay by compound	25	26	27	28	29	30	31	32
Vif-APOBEC3F blk	6%	-8%&0%	6%	-6%	-3%	3%	-3%	2%
IDH1 R132H inh	-1%	2%&-16%	0%	-4%	3%	0%	-2%	10%
Glioma ERSR ind	1%	-3%&-1%	-2%	-4%	-3%	-2%	-2%	0%
USP1-UAF1 inh	-9%	-19%&-16%	-13%	-9%	-16%	-5%	13%	-20%
LDHA inh	-5	-3&-5	-7	5	0	-1	-4&-12	-7
RGS4 inhibitor	10%	15%[11.4 µM]	16%	7%	-17%	1%	1%	-5%
TrxR1 substrate	2%	3%	2%	-3%	6%[57.1 µM]	-3%[11.4 µM]	-2%	1%
Vif-A3G inh	1%	1%&6%	-2%	5%	-1%	6%	-1%	-5%
TrxR1 inh	-4%	19%	7%	?	6%[57.1 µM]	6%[11.4 µM]	-6%	-6%

[33] Clc1cc(Sc2ccc(Br)cc2)nnc1-c1ccccc1
[34] O=S(=O)(Nc1ccc2cn[nH]c2c1)c1ccc(Cl)cc1
[35] CC(C)Cc1nnc(NC(=O)C2CCN(C(=O)c3ccc(Cl)cc3)CC2)s1
[36] O=C(Nc1ccc(S(=O)(=O)N(Cc2ccccc2)c2ccccc2)cc1)c1ccc([N+](=O)[O-])cc1
Assay by compound	33	34	35	36
Vif-APOBEC3F blk	-6%	1%	5%	3%
IDH1 R132H inh	4%	13%	-2%	-10%
Glioma ERSR ind	-7%	-4%	-6%	-2%
USP1-UAF1 inh	-4%	-10%	-7%	-24%
LDHA inh	-7	2	-2	-6
RGS4 inhibitor	-2%	-17%	-9%	6%
TrxR1 substrate	7%[57.1 µM]	-4%	-12%	-5%
Vif-A3G inh	0%	1%	-1%	1%
TrxR1 inh	22%[57.1 µM]	11%	-1%	24%

High-throughput results from PubChem.
